Cav3 T inh – Cav3.2 calcium influx blockers – cell-based, Fluo-4 calcium fluorescence, FDSS, MLSMR library, primary screen; Voltage-dependent T-type calcium channel subunit alpha-1H (Homo sapiens), O95180; Cav3.2-expressing cells; hits give low values; B-score at 10 µM; 100,000 tested, 4% active;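 active means single-dose well whose peak fluorescence ratio is a statistical outlier from its plate by either plate-standardised score or position-corrected B-score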
Starred values were filed as active, the others as inactive.

SMILES	Cav3 T inh
Cc1ccccc1Cn1cc(S(=O)(=O)CC(=O)Nc2nccs2)c2ccccc21	-2.6
Cn1c(=O)[nH]c(=O)c2c1nc(SCC(=O)O)n2CCc1ccccc1	0.48
CC(CNCC1CCCO1)COc1ccccc1 (stereo not given)	0.66
Cc1ccc(NC(=S)NCc2cccs2)c(C)c1	-1.5
C1=C(c2ccccc2)CCN(c2nc3ccccc3n3cnnc23)C1	-1.8
O=C(C1CCC1)N1CCc2cc(S(=O)(=O)NCCN3CCN(c4ccccc4F)CC3)ccc21	-3.2
Cc1cc(C(F)F)n2nc(C(=O)Nc3ccccc3Br)nc2n1	-1
O=C(CSc1nnc(NC2CCCCC2)s1)Nc1ccc(N2CCOCC2)cc1	1.8
Cc1cccc(Nc2ncc3c(n2)CC(C)CC3=O)c1 (stereo not given)	0.44
CCOC(=O)c1[nH]c2ccccc2c1NC(=O)C1CCCC1	0.25
COc1ccccc1N1CCN(C(=O)N2CCOCC2)CC1	0.16
COc1ccc(N=c2oc3c(OC)cccc3cc2C(=O)NCc2ccco2)c(OC)c1	-2.4
CC(=O)Nc1ccc(S(=O)(=O)N2CCN(C(C)CCc3ccccc3)CC2)cc1 (stereo not given)	0.98
CCOc1ccccc1/C=c1\sc2ncnn2c1=O	1.4
Oc1c(Br)cc(C2N=C(c3ccccc3)NO2)cc1Br (stereo not given)	1.8
Cc1ccc2c(c1)-c1c(ssc1=S)C(C)(C)N2C(=O)c1ccco1	-2.1
Cc1ccc(S(=O)(=O)N(C)CC(O)Cn2c3ccccc3c3ccccc32)cc1 (stereo not given)	-0.41
CCn1cc(CNC(=O)c2cc(-c3ccccc3OC)nc3ccccc23)c(C)n1	0.99
CCN1CCN(C(=O)C2CCN(Cc3nc(-c4cccc(Cl)c4)oc3C)CC2)CC1	0.73
CC1CCCN(Cc2cccc(Oc3ccccc3)c2)C1 (stereo not given)	0.44
Cc1ccccc1C(=O)Nc1cccc(NC(=S)NC(=O)c2cccs2)c1	-0.16
COC(=O)c1ccccc1NC(=O)C1CCCN(S(=O)(=O)c2ccccc2)C1 (stereo not given)	-0.62
CCOc1ccc2[nH]c(=O)c(CN(Cc3ccc(F)cc3)C(=O)c3ccco3)cc2c1	-4.3*
Clc1ccc(Oc2nc(Oc3ccc(Cl)cc3)nc(N3CCOCC3)n2)cc1	-3.7
COc1ccc(C2NC3=C(CCCC3)C(C#N)(C#N)C2(C#N)C#N)cc1 (stereo not given)	0.061
CC/C(=N/Nc1ccccc1)c1cnnc(-c2ccccc2)n1	-0.72
O=C(NCCOc1ccccc1)C1CCCN1C(=O)c1cccs1 (stereo not given)	0.38
O=C(CCn1nnc2ccccc21)Nc1nnc(COc2ccccc2F)s1	-2.2
O=c1[nH]ncc(NCCCO)c1Cl	0.12
c1ccc2c(c1)nc1n2CCN1	1
CCOc1ccc(S(=O)(=O)Nc2cc(OC)c(OC)cc2C(=O)O)cc1	0.94
Cc1ccc(Nc2cc(C)nc(N3CCOCC3)n2)cc1	0.75
Cc1cc(-c2c(C)[nH]n(-c3ccc(Cl)cc3)c2=O)n(-c2ccccc2)n1	-0.0033
COc1ccc(CCNC(=O)c2ccc(N3CCCC3=O)cc2)cc1	0.23
Cc1nc2ncnn2c(N2CCN(C(=O)c3cccc(F)c3)CC2)c1Cc1ccccc1	0.23
CCOC(=O)c1ccc(N2C(=O)CC(N3CCC(O)(c4ccc(Br)cc4)CC3)C2=O)cc1 (stereo not given)	-0.41
COC(=O)CSc1ncccc1-c1nc2ccccc2[nH]1	1.1
CCn1c(SCC(=O)Nc2ccc(S(N)(=O)=O)cc2)nnc1-c1cccc(OC)c1	0.68
CC(=O)c1cccc(NC(=O)c2cccc(S(=O)(=O)N(C)C)c2)c1	-0.037
O=C(Nc1ccccc1-c1nnc(SCc2ccc(Cl)cc2)o1)c1ccccc1	-4.2*

Part of the list above in order of molecular weight, lowest first.
SMILES	Cav3 T inh
O=c1[nH]ncc(NCCCO)c1Cl	0.12
CCOc1ccccc1/C=c1\sc2ncnn2c1=O	1.4
CC/C(=N/Nc1ccccc1)c1cnnc(-c2ccccc2)n1	-0.72

Pulled one by one from above:
SMILES	Cav3 T inh
O=C(CSc1nnc(NC2CCCCC2)s1)Nc1ccc(N2CCOCC2)cc1	1.8
Cc1ccc(S(=O)(=O)N(C)CC(O)Cn2c3ccccc3c3ccccc32)cc1 (stereo not given)	-0.41
CCOC(=O)c1[nH]c2ccccc2c1NC(=O)C1CCCC1	0.25
CCOc1ccc(S(=O)(=O)Nc2cc(OC)c(OC)cc2C(=O)O)cc1	0.94
Cc1ccccc1C(=O)Nc1cccc(NC(=S)NC(=O)c2cccs2)c1	-0.16
Cc1cc(-c2c(C)[nH]n(-c3ccc(Cl)cc3)c2=O)n(-c2ccccc2)n1	-0.0033

The results go on:
SMILES	Cav3 T inh
N#CCSc1nnc(Cc2ccc3c(c2)OCO3)o1	0.71
COc1ccc(-c2oc3ncn4nc(COc5ccccc5)nc4c3c2-c2ccc(OC)cc2)cc1	-2.4
CCOC(=O)/C(C#N)=C1\C=CN(C)C(C)=N1	0.066
Cc1nc(SCC(=O)NCCc2ccccc2)nc(C)c1C	0.21
Cc1onc(-c2ccccc2Cl)c1C(=O)NCc1ccc2c(c1)cc(C)n2C	-6*
CC(C)OC(=O)Cn1c(=O)oc2ccccc21	0.39
Cn1c(=O)oc2cc(S(=O)(=O)Nc3cccc(F)c3)ccc21	0.094
CCOC(=O)Nc1ccc2c(CN3C(=O)NC(CC)(CC)C3=O)cc(=O)oc2c1	1
Cc1cc(NC(=O)c2c([N+](=O)[O-])cnn2C)no1	0.035
Cc1ccc(S(=O)(=O)C(NC(=O)c2ccccc2)=C(Cl)Cl)cc1	1.3
O=C(Nc1ccccn1)C12CC3CC(CC(C3)C1)C2	-1.8
CCCn1cc(S(=O)(=O)CC(=O)NC2CCCCC2)c2ccccc21	0.3
CCOc1cc(C(=O)Nc2ncccn2)cc(OCC)c1OCC	0.47
CC1CN(Cc2nc3c(c(=O)n(C)c(=O)n3C)n2Cc2cccc(Cl)c2)CC(C)O1 (stereo not given)	0.18
COc1ccc(-n2nc(C(=O)NCC(=O)NCc3ccco3)c3ccccc3c2=O)cc1Cl	0.47
O=C(CSc1nnc(-c2ccc(OC(F)F)cc2)o1)NCc1cccs1	-0.56
CCCC1C2C(=O)N(c3ccccc3)C(=O)C2ON1c1ccccc1 (stereo not given)	-1.1
COC(=O)c1ccc(NC(=O)CSc2nnc(COc3ccc4c(c3)CCCC4)o2)cc1	-0.045
Cc1ccc(NC(=O)N2CCC(O)(c3cccnc3)CC2)cc1	0.33
O=C(NCc1ccccc1)[C@@H]1CSC2c3ccccc3C(=O)N21 (stereo not given in full)	-2.2
COc1ccc(C2CC3(CC(C)(C)NC(=O)N3)Oc3cc(O)ccc32)cc1 (stereo not given)	-0.58
CCN(CC)c1ccc(NC(=O)/C=C\c2ccccc2Cl)cc1	-2.7
Cc1ccc(S(=O)(=O)c2c(N)n(Cc3ccco3)c3nc4ccccc4nc23)cc1	-4.2
CC1CC(C)CN(C(=O)CCCn2c(=S)[nH]c3ccccc3c2=O)C1 (stereo not given)	-2.9
COc1ccc(NC(=O)COc2nc(N(C)C)nc(N(C)C)n2)cc1	0.32
COCCSc1ccccc1C(=O)NCC1CCCO1 (stereo not given)	0.042
CN(C)C=NC(=O)/C(C#N)=C1\CCc2ccccc2N1	0.14
CCC(C(=O)Nc1ccccc1C(=O)N1CCCC1)N1C(=O)c2ccccc2C1=O (stereo not given)	0.85
Cc1ccc2nc(Nc3nc(CSc4nnnn4-c4ccccc4)cc(=O)[nH]3)nc(C)c2c1	-0.93
CCN(CC)C(=O)COc1ccc2oc(C)c(C(=O)OC(C)C)c2c1	-2
CC(=O)c1nn(-c2cccc(Br)c2)cc1C(=O)c1cccc2ccccc12	-4.6*
O=[N+]([O-])c1cc(/C=N/O)ccc1SCc1ccccc1	-0.19
CCN1CCN(C(=O)Cn2ncc3ccsc3c2=O)CC1	0.64
COc1ccccc1NC(=S)NCCc1ccccc1	0.56
CCOC(=O)c1ccc(NC(=O)Nc2c(C)nn(C)c2C)cc1	0.67
CCSc1nnc(NC(=O)C2CCCN(S(=O)(=O)c3cnc[nH]3)C2)s1 (stereo not given)	-0.2
O=C(CCCN1C(=O)c2ccccc2C1=O)Nc1c2c(nc3c1CCC3)CCC2	0.02
OC1CCN(C(c2ccc3ncccc3c2)c2nnnn2C2CCCCC2)CC1 (stereo not given)	-0.96
Cc1c(/C=N/n2cnnc2)c2ccccc2n1CCOc1ccc(Cl)cc1	0.28
Cc1c(/C(Cc2ccccc2)=N/O)c2ccccc2n1C	-2
O=C1CCC(=O)N(O)CCCCCNC(=O)CCC(=O)N(O)CCCCCNC(=O)CCC(=O)N(O)CCCCCN1	0.13
COc1ccc(N2CCN(CC(=O)Nc3ccc(-n4cnnn4)cc3)CC2)cc1	0.43
CCNC(=O)N1CCOCC1	-0.19
COc1ccc(Cc2nnc(NC(=O)CSc3ccc(C)cc3)s2)cc1OC	0.39
O=C(CSc1nc(O)c(Cc2ccccc2)c(=O)n1-c1ccccc1)N1CCOCC1	0.68
CNCCOc1ccccc1-c1ccccc1	-0.11
Cn1c(=O)[nH]c(=O)c2c1nc(Sc1ccccc1)n2CCc1ccccc1	-0.044
CCN(CC)S(=O)(=O)c1ccc(C(=O)Nc2nnc(C(C)C)s2)cc1	0.1
Cc1ccc(OCC(=O)N2CCN(C(=O)CCC3CCCC3)CC2)cc1	-2
Cc1ccccc1-c1nc(-c2ccc(NC(=O)c3ccc4c(c3)OCO4)cc2)no1	-0.38
COc1ccc(/C(O)=C2\C(=O)C(=O)N(c3cc(C)on3)C2c2cccc(OC)c2OC)cc1C (stereo not given)	0.4
CCCNC(=O)c1onc(CSc2ccc(F)cc2)c1C(=O)NCCC	0.053
CC1CCCCN1C(=O)COC(=O)c1n[nH]c2ccccc12 (stereo not given)	0.39
COc1ccc2nc(-n3c(C)ccc3C)sc2c1	-0.57
O=C(Cn1c(=O)[nH]c2ccsc2c1=O)NC1CCCCC1	-0.13
Cc1c(C(=O)NCc2ccccc2)c(-c2ccccc2)nn1-c1ccccc1	1.1
COc1cc(CCCN2C(=S)NC[C@H]2Cc2ccc(O)cc2)cc(OC)c1OC	0.3
COc1ccc(-c2nc(N3CCC(C)CC3)[nH]c(=O)c2C#N)cc1	-0.037
N#Cc1ccccc1NCc1ccccc1	-0.46
CSc1ncc(Cl)c(C(=O)Nc2sc3c(c2C(=O)NCc2ccco2)CCCC3)n1	-0.85

Cav3 T inh, entries above that show a hit.
SMILES	Cav3 T inh
CCOc1ccc2[nH]c(=O)c(CN(Cc3ccc(F)cc3)C(=O)c3ccco3)cc2c1	-4.3*
O=C(Nc1ccccc1-c1nnc(SCc2ccc(Cl)cc2)o1)c1ccccc1	-4.2*
Cc1onc(-c2ccccc2Cl)c1C(=O)NCc1ccc2c(c1)cc(C)n2C	-6*
CC(=O)c1nn(-c2cccc(Br)c2)cc1C(=O)c1cccc2ccccc12	-4.6*

The results go on.
SMILES	Cav3 T inh
Cc1cc(C)c2nc(NC(=O)C3CCCO3)sc2c1 (stereo not given)	-1.2
COc1c2ccoc2nc2c(OC)cccc12	0.37
Cn1c(SCc2nc(-c3ccccc3)no2)nnc1-c1ccco1	0.68
Cc1nn(C)cc1C(=O)NNC(=S)Nc1ccc(Cl)cc1	-0.088
Cc1nn(C)c(C)c1NC(=O)Nc1cccc(C(F)(F)F)c1	0.35
COc1cccc(C(c2c(O)nc(SC)n(C)c2=O)c2c(O)nc(SC)n(C)c2=O)c1	1.8
CCC(C)NC(=O)CSc1nnc(-c2ccoc2C)n1CC1CCCO1 (stereo not given)	0.53
Cc1ccc2c(c1)NC(=O)C(CC(=O)NCc1cccnc1)O2 (stereo not given)	0.62
O=[N+]([O-])c1cc(C(F)(F)F)ccc1Sc1ccc2ccccc2n1	0.45
O=C(Nc1c(C(=O)NCc2ccco2)cnn1-c1ccccc1)c1cccc(F)c1	-0.34
Cc1ccc(-c2nn(C(C)(C)C)c3ncnc(N)c23)cc1	1
CC(C)N(CCO)C(=O)C(c1ccccc1)c1ccccc1	1.7
CCn1c(SCC(=O)Nc2ccc(NC(=O)c3ccco3)cc2)nnc1-c1cccs1	0.13
COc1ccc(-n2c(Cc3cccn3C)nnc2SCC(=O)NC2CCCC2)cc1	0.28
O=C(c1ccc(NS(=O)(=O)c2cccc3cccnc23)cc1)N1CCOCC1	0.55
O=C(NCc1ccco1)C1CCN(c2nc3ccccc3n2Cc2ccccc2F)CC1	-7.1*
CCOC(=O)c1ccc(NC(=O)C(CC)CC)cc1	-0.64
COC(=O)CN1C(=O)COc2ccc(Cl)cc21	-0.25
Cc1ccc(NC(=O)CN2C(=O)COc3ccc(C)cc32)nc1	0.3
O=C(CCCSc1nc2ccccc2s1)NC1=NCCS1	-0.58
Cc1[nH]nc2c1C1(C(=O)Nc3ccc([N+](=O)[O-])cc31)C(C#N)=C(N)O2 (stereo not given)	0.79
CC(C)CNC(=O)NC(=O)COc1ncnc2sccc12	0.18
CCc1nc(SCC(=O)NNC(=O)C(C)C)c2ccccc2n1	0.45
N#Cc1c(NCCO)nc(NCc2ccccc2)c2c1CCN(Cc1ccccc1)C2	-3.6*
Cn1c(NC(=O)CC2CCCCC2)cc(=O)n(C)c1=O	-0.58
Brc1ccccc1CN1CCC(N2CCCCC2)CC1	0.88
Cc1cc(C)n2nc(C(=O)Nc3cccnc3)nc2n1	0.86
CC(=O)Nc1ccc(S(=O)(=O)NNC(=O)c2cc3c4ccccc4n(C)c3s2)cc1	1.1
Cc1cnc(NC(=O)CSc2nnc(-c3cccs3)n2C)s1	0.49
CCOC(=O)c1ccc(NC(=S)Nc2ccc(Br)cc2N)cc1	-2.2
Cc1ccc(C(=O)N2CCN(c3ccccc3)CC2)cc1C	0.091

A portion of the library; the hit share may differ from the screen's.
